GALK inh: blocks human galactokinase activity; Purified GALK, Kinase-Glo residual ATP luminescence; Potency, µM (series often up to 57.5 µM), for the others: top-dose activity change, negative = inhibition, most hits filed as inhibitors; hit rate 0.007% among 270,000; note: potency is the fitted concentration of half-maximal effect; % is set by controls: 0 for no effect and ±100 for the full control effect
Target sequence (P51570 whole entry, looked up): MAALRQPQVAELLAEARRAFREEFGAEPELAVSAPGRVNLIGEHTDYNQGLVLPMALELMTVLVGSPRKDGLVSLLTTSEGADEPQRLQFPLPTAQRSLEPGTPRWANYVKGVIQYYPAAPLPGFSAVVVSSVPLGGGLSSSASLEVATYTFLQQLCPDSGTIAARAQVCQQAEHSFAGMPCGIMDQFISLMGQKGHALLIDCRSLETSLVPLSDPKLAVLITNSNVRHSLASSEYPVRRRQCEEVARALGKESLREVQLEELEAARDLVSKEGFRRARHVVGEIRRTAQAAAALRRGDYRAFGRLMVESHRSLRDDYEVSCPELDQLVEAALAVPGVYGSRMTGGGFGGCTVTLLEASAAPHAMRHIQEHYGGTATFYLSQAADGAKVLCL
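Compounds were pin-transferred into ATP buffer (35 uM final), then GALK plus galactose (5 nM, 100 uM final) was added. After 1 h at room temperature, Kinase-Glo Plus was added and luminescence read after 10 min.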
FBPA coupling cs: counter-screen for Giardia aldolase inhibitors: coupling enzyme system | coupling enzyme system counterscreen, AmpLite Red fluorescence | activity change, negative = inhibition, % at 58.2 µM, hits read low | hit rate 0.67% among 290,000 | AID 2472; in the data active = activity change below about -30%; note: % is set by controls: 0 for no effect and ±100 for the full control effect
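Coupling enzymes only (glyceraldehyde-3-phosphate) + compound, at 57.5 uM final, 10 min RT; add substrate/coupling/AmpLite Red mix, 20 min RT; fluorescence ex 525/em 598 nm. Actives flag coupling-system interference.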
a7 integrin act: integrin-mediated muscular dystrophy alleviation activation. AID 624291. alpha7betagal myoblasts, beta-gal FDG fluorescence, 48 h. Potency, µM (titrated, usually from 38.3 µM), inactives show top-dose activation, hits mostly activators. hit rate 0.064% among 350,000;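 note: potency is the fitted concentration of half-maximal effect; 100% = response of the positive control SU9516; nearly all actives have a fitted effect of over 60% in size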
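alpha7betagal+/- myoblasts (passage 13, 250/well) treated 48 h at 37C with compounds at 1:260 dilution of DMSO stock. Lysed, then beta-galactosidase activity read as FDG fluorescence (ex 480/em 540) after 30 min, with pre-read for autofluorescence.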
ASM inhibitor: inhibitors of human secretory acid sphingomyelinase | P17405 | placental ASM, HMU-PC fluorogenic substrate, 60 min | Potency, µM (top dose mostly 57.5 µM), without a hit: top-dose activity change, negative = inhibition, most hits filed as inhibitors | hit rate 0.006% among 340,000 | AID 504937; note: potency is the fitted concentration of half-maximal effect
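Fluorescence read-out (Ex 386 nm, Em 447 nm) after stopping the reaction at pH 10. Enzyme: ASM from human placenta; substrate HMU-PC0, 9 uM final; 60 min, 37 °C. Compound preincubation 10 min, ambient temperature.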
BCR signal inh: blocks chronic active B-cell receptor signaling. ABC-DLBCL IkBa-CBG/CBR reporter, luminescence ratio, 4 h. Potency, µM (titrated, usually from 46.1 µM), without a hit: at the highest dose ratio change, negative = lower green/red ratio, actives largely listed as inhibitors. hit rate 0.05% among 340,000. AID 493014; active = well fitted inhibition curve with a large enough effect in the signal ratio, with a control signal flat, not every such curve was filed as active; inconclusive = small, poorly fitted or top-dose-only effect, or effect the other way, or a change in a side signal; the % refers to the signal ratio;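 note: potency is the fitted concentration of half-maximal effect; plate controls were basal doxycycline-induced cells for no effect and cells given 10 µM MG132 for full effect; MG132 reads +100%, hits lower the ratio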
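TMD8 ABC-DLBCL cells carrying doxycycline-inducible green luciferase fused to IkappaBalpha plus unfused red luciferase were exposed to compounds (up to 46 uM) for 4 hrs at 37C. Activity came from the overlap-corrected green/red luminescence ratio.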
B2AR arrestin: agonists driving beta-arrestin recruitment to human beta2-adrenergic receptor; P07550; beta-arrestin recruitment to beta2AR, cell-based reporter; Potency, µM (top dose mostly 46.1 µM), without a hit: at the top dose activation, most hits filed as activators; hit rate 0.02% among 330,000; AID 492947;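 note: potency is the fitted concentration of half-maximal effect; 0% = DMSO controls and full agonism = EC100 isoproterenol or metaproterenol; nearly all actives have a fitted effect of over 65% in size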
PKM2 activator: activators of human pyruvate kinase M2. P14618. purified PKM2, Kinase-Glo ATP luminescence, activation; response scale: 0% is enzyme alone, no compound. Potency, µM (highest dose often 57.5 µM), for the others: at the highest dose activation, usual class: activators. hit rate 0.34% among 260,000. AID 1631; note: potency is the fitted concentration of half-maximal effect; % is set by controls: 0 for no effect and ±100 for the full control effect; nearly all actives have a fitted effect of over 55% in size
Target sequence (P14618 whole entry, looked up): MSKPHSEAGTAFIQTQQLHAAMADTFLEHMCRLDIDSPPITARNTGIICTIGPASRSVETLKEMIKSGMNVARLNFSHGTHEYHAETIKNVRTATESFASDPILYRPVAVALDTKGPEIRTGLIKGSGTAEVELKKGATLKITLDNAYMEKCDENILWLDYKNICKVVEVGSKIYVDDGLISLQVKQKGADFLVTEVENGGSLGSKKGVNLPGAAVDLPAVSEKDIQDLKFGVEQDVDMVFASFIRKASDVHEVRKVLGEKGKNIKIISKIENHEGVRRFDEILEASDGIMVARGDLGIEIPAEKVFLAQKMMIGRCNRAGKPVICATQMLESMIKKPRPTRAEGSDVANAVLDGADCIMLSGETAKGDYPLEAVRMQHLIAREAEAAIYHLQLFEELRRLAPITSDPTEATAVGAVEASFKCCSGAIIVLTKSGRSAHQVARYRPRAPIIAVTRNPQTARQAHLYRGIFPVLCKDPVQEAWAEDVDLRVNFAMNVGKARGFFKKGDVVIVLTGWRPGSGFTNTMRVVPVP
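Purified hPK-M2 (>95%) run at intermediate activity with 0.1 mM ADP and 0.5 mM PEP in 50 mM imidazole pH 7.2, KCl, MgCl2; 1 h room temperature. ATP formed read by Kinase-Glo luminescence; normalized to uninhibited and no-enzyme controls.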
Tb PFK block: inhibitors of T. brucei phosphofructokinase; O15648; T. brucei PFK, ADP-Glo luminescence; Potency, µM (top dose mostly 57.5 µM), for inactives: at the highest dose activity, negative = inhibition, actives largely listed as inhibitors; hit rate 0.17% among 330,000;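 note: potency is the fitted concentration of half-maximal effect; 0% = uninhibited 1x PFK enzyme wells and -100% = no-enzyme wells; nearly all actives have a fitted effect of over 60% in size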
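In TEA buffer at pH 8.0 with 5 mM MgCl2, enzyme (1.25 nM) converted F6P (0.5 mM) and ATP (0.1 mM) for 45 min at room temperature. ADP product was read by luciferase luminescence.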
Menin-MLL TR inh: displaces Texas Red mutant MLL peptide from human menin; O00255; Menin + Texas Red MLL mutant peptide, fluorescence polarization; Potency, µM (top dose mostly 61.6 µM), for inactives: at the highest dose FP activity change, negative = inhibition, hits mostly inhibitors; hit rate 0.23% among 270,000; active = well fitted inhibition curve with a large enough effect in the polarisation, with a control signal flat, not every such curve was filed as active; inconclusive = small, poorly fitted or top-dose-only effect, or effect the other way, or a change in a side signal; inactive = no such curve, though single readings can be large or run the other way; the % refers to the polarisation; note: potency is the fitted concentration of half-maximal effect; % of control where 0% means no effect; many of its hits are not listed in these tables
Giardia killer: Giardia lamblia killing; Giardia lamblia trophozoite viability; activity change, % at 7.66 µM, hits read low; hit rate 0.15% among 340,000; in the data active = activity change below about -80%; inconclusive = between about -30% and that limit;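 note: parasites exposed to compound for two days anaerobically before the ATP read; % is set by controls: 0 for no effect and ±100 for the full control effect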
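Trophozoites 100 cells/well + cpd; 48 hrs, 37 deg C, anaerobic. ATPLite 1-Step added, 15-30 min RT, luminescence read (ATP-based viability).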
PTAP TSG101 blk: blocks PTAP/TSG101 interaction to inhibit HIV-1 budding | Q99816 | Fluorescence polarization, FITC-PTAP peptide / Tsg101 binding | Potency, µM (highest dose often 115 µM), without a hit: at the top dose activity change, negative = inhibition, hits mostly inhibitors | 340,000 tested, under 10 active | AID 493005; active = well fitted inhibition curve with a large enough effect in the main read-out, with a control signal flat, not every such curve was filed as active; inconclusive = small, poorly fitted or top-dose-only effect, or effect the other way, or a change in a side signal; inactive = no such curve, though single readings can be large or run the other way; note: potency is the fitted concentration of half-maximal effect; % of control where 0% means no effect
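Steps: Tsg101 binding domain dispensed (10 uM final), compounds pinned in DMSO, FITC-labeled PTAP-motif peptide added (50 nM final); after 20 min binding at room temperature, polarization measured.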
The depositor's hits bear a star; ? = inconclusive; · = not tested or not shown; [ ] = remark or other dose. Unless noted, calls come from the whole dose curve; as a rule, active = well fitted curve in the direction sought with a large enough effect; inconclusive = small, poorly fitted or top-dose-only effect, or another doubt; inactive = no such curve, though single readings can be large; an effect the other way counts as inactive or inconclusive. Not all compounds are listed. The share of hits here may be higher or lower than overall.

SMILES	GALK inh	FBPA coupling cs	a7 integrin act	ASM inhibitor	BCR signal inh	B2AR arrestin	PKM2 activator	Tb PFK block	Menin-MLL TR inh	Giardia killer	PTAP TSG101 blk
COc1cccc(/C=N/Nc2ncnc3c2ncn3Cc2ccccc2)c1O	0.6%	-0.2	26.3%	3.1%	?	0.3%	5.9%	0.2%	?	23.8	-3.0%
Cc1cc(C)n(-c2nc3ccccc3nc2NCCc2ccccc2)n1	1.2%	0.1	5.1%	409.4%[activator]	18.6%	0.2%	-0.6%	2.0%	-0.7%[11.7 µM]	-12.7	2.7%
CCOc1ccc2nc(SCC)[nH]c2c1	-0.4%	-5.7	11.4%	-0.6%	-1.7%	-0.3%	6.4%	4.0%	-0.5%	-11.2	-6.5%
O=C(CSc1nc2sc3c(c2c(=O)n1-c1ccccc1)CCCC3)NCc1ccco1	-1.3%	3.9	28.4%	-2.1%	-2.1%	0.0%	-3.4%	-0.4%	-16.3%	-10.3	-1.7%
Cc1ccc(NC2=NC(c3ccco3)n3c(nc(C)cc3=O)N2)c(C)c1 (stereo not given)	2.3%	2.1	·	·	5.5%	-0.3%	4.5%	-5.7%	8.6%	·	·
COCC(=O)N(Cc1nc2sc(C)c(C)c2c(=O)[nH]1)C1CCCCC1	-0.8%	-1.7	3.6%	4.5%	-7.5%	-1.1%	-0.8%	-1.9%	·	0.3	2.7%
CC(=O)N1CN(C2CCCC2)Cc2c1sc1c2CCCC1	-1.0%	1.0	2.7%	9.9%	-0.8%	-0.4%	-4.9%	-8.4%	-5.2%	-0.1	-1.8%
COc1ccc(NC(=O)CCc2c(C)nn(-c3ccc(N4CCOCC4)nn3)c2C)cc1	-2.1%	1.5	-9.0%	-0.2%	-4.6%	0.1%	8.7%	-1.1%	-5.4%	11.5	-4.9%
CCOC(=O)N1CCN(Cc2nnc(-c3ccccc3Cl)o2)CC1	5.9%	2.1	9.6%	-0.2%	-3.6%	-0.5%	·	-1.6%	-0.6%	15.8	-5.4%
CCOC(=O)c1cccc(NC(=O)c2cncc(Br)c2)c1	2.7%	4.9	7.8%	-1.1%	?	?	-6.5%	7.7%	-2.1%	3.7	-3.6%
CCOc1cccc(/C=C2\NC(=S)N(c3ccccc3)C2=O)c1O	5.3%	-8.8	11.1%	-12.7%	?	-0.9%	-1.1%	0.0%	85.5%[activator]	-3.4	-3.6%
CCCCc1c(C)nc2ccc(C)cc2c1SCCC(=O)O	0.1%	17.3	-0.6%	-1.0%	-2.5%	-0.3%	-12.0%	-8.2%	-10.3%	-1.1	-8.1%
Cc1ccc(C(=O)Nc2cccc(C(=O)O)c2)cc1	4.3%	0.8	-8.2%	3.0%	?	0.2%	-36.0%	0.3%	5.4%	?	-10.7%
O=C(NCC1CC1)c1onc(CSc2ccc(F)c(F)c2)c1C(=O)NCC1CC1	·	·	-3.9%	-2.3%	-1.8%	0.4%	·	0.0%	·	-10.5	-0.2%
CC1Oc2ccccc2N(Cc2cccnc2)C1=O (stereo not given)	1.1%	0.2	1.6%	2.6%	-6.2%	-1.9%	0.4%	1.8%	5.0%	-3.0	·
O=C(COC(=O)c1ccccc1NC(=O)c1ccco1)Nc1ccc2c(c1)OCO2	0.8%	2.5	-3.0%	-1.8%	?	0.6%	0.8%	-1.1%	?	12.0	-1.5%
Cc1cc(C(=O)Nc2cccc(NC(=O)c3ccco3)c2)ccc1[N+](=O)[O-]	-0.1%	·	-47.2%[inhibitor]	-8.0%	?	0.5%	·	0.9%	·	-9.8	-1.2%
Cc1onc(-c2ccccc2Cl)c1C(=O)NCc1ccc(S(N)(=O)=O)cc1	3.3%	1.1	-5.4%	-2.4%	0.2%	0.0%	-10.8%	4.5%	3.2%	-11.1	-4.7%
CCCOn1c(-n2nc(C)cc2C)nc2ccccc2c1=O	1.2%	3.5	8.5%	0.5%	-0.5%	-0.5%	-1.4%	3.2%	0.1%	-11.6	-2.1%
COc1cc(C(=O)O)cc(OC)c1OCc1cc(C(=O)O)oc1C	1.3%	-0.9	-19.2%	4.7%	0.5%	-0.9%	1.7%	-2.0%	-12.6%	28.0	0.9%
Cc1cc(C)nc(-n2nc(C)cc2NC(=O)CN2CCCC(C)C2)n1 (stereo not given)	3.4%	-1.6	6.2%	-0.8%	4.9%	-0.5%	2.4%	-3.3%	-3.7%	13.5	-4.8%
c1ccc(-n2ncc3c(NCc4ccc5c(c4)OCO5)ncnc32)cc1	-1.0%	-0.4	11.1%	-3.0%	?	0.0%	-3.7%	-5.3%	-4.5%	-8.2	·
CNc1ccc(Br)cc(C(=O)/C=C/c2cccc(Cl)c2Cl)c1=O	5.4%	-10.6	-32.9%[inhibitor]	-16.5%	?	-0.4%	19.0%	-1.0%	?	-14.6	-2.4%
Cc1ccc(S(=O)(=O)N2CCC(C(=O)Nc3ccc(N4CCOCC4)cc3)CC2)cc1C	·	·	-12.9%	2.9%	5.6%	0.0%	·	-1.1%	·	6.3	-0.8%
CCc1nc(SCC(=O)N2CCN(c3ccccc3)CC2)c2oc3ccccc3c2n1	-0.4%	-0.2	-17.4%	-9.7%	2.0%	-0.4%	-3.2%	1.1%	-21.4%	8.7	-10.7%

Reprinted from the part before: 3 entries, followed by the next part.
SMILES	GALK inh	FBPA coupling cs	a7 integrin act	ASM inhibitor	BCR signal inh	B2AR arrestin	PKM2 activator	Tb PFK block	Menin-MLL TR inh	Giardia killer	PTAP TSG101 blk
CNc1ccc(Br)cc(C(=O)/C=C/c2cccc(Cl)c2Cl)c1=O	5.4%	-10.6	-32.9%[inhibitor]	-16.5%	?	-0.4%	19.0%	-1.0%	?	-14.6	-2.4%
Cc1ccc(S(=O)(=O)N2CCC(C(=O)Nc3ccc(N4CCOCC4)cc3)CC2)cc1C	·	·	-12.9%	2.9%	5.6%	0.0%	·	-1.1%	·	6.3	-0.8%
CCc1nc(SCC(=O)N2CCN(c3ccccc3)CC2)c2oc3ccccc3c2n1	-0.4%	-0.2	-17.4%	-9.7%	2.0%	-0.4%	-3.2%	1.1%	-21.4%	8.7	-10.7%
CN(Cc1ccccc1)S(=O)(=O)c1ccc(OCC(=O)NCc2cccnc2)cc1	-1.3%	2.2	11.1%	-1.3%	2.0%	-0.8%	3.0%	0.7%	-5.8%	3.4	-2.9%
CC1CC(C)CN(S(=O)(=O)c2cccc3nsnc23)C1 (stereo not given)	0.7%	·	2.6%	-3.1%	-1.1%	0.1%	0.0%	0.6%	·	8.9	-3.7%
CCCNC(=O)COc1coc(CN2CCN(Cc3ccccc3)CC2)cc1=O	-4.9%	·	-1.4%	-0.2%	-0.3%	0.4%	·	-2.6%	·	2.2	-8.3%
Cc1ccc(/C=N/NC(=O)c2cc3ccccc3cc2O)o1	0.2%	0.2	-7.4%	-8.2%[11.5 µM]	?	-0.2%	-3.4%	0.1%	?	2.2	-1.1%
CC(=O)c1c(C)[nH]c(C(=O)COC(=O)CCNS(=O)(=O)c2ccc(C)c(C)c2)c1C	·	·	-38.9%[inhibitor]	-2.1%	0.6%	-0.1%	·	-14.5%	·	18.7	-0.9%
O=C(Cn1c(=O)oc2ccccc21)Nc1ccccc1Cl	-3.6%	1.4	2.4%	3.1%	4.2%	-0.3%	2.8%	0.4%	11.6%	12.9	-4.0%
Cc1nc2c(c3c1[nH]c1ccccc13)C(O)CC(C)(C)C2 (stereo not given)	0.0%	3.2	-10.5%	64.0%[activator]	4.4%	-0.1%	5.0%	0.1%	-18.6%	-10.6	-1.3%
O=c1cc(N2CCCCC2)c2ccccc2o1	13.5%	2.9	15.5%	1.7%	?	0.1%	0.1%	-1.1%	-11.4%	-23.4	-3.9%
C/C(=N\Nc1cccc(C(=O)O)c1)c1ccc(Cl)s1	2.9%	5.0	14.6%	-11.7%	?	-0.3%	1.0%	-4.5%	?	-19.7	-9.9%
COc1ccc(-c2nc(-c3cccc(C)c3)no2)cc1OC	1.9%	2.4	24.7%	-0.3%	8.2%	-0.8%	0.5%	-1.6%	28.6%	-11.2	-2.9%
COc1cccc(OC)c1OCCCCn1cnc2ccccc2c1=O	-2.4%	-0.1	-30.3%	3.9%	3.2%	0.3%	3.1%	0.7%	-0.2%	-3.8	3.0%

Screening data as filed in PubChem BioAssay.
